# APE1 inh – qHTS Assay for Inhibitors of the Human Apurinic/apyrimidinic Endonuclease 1 (APE1); recombinant APE1, TAMRA/BHQ-2 abasic DNA cleavage fluorescence; Potency, µM (series often up to 65.8 µM), for inactives: top-dose activity change, negative = inhibition, usual class: inhibitors; hit rate 0.35% among 350,000; AID 2517, 2012;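 note: plate controls were vehicle for no effect and reference inhibitor for full effect; nearly all actives have a fitted effect of over 55% in size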
#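 Endonuclease cleavage of a quenched abasic-site DNA duplex (50 nM) by APE1 (0.75 nM) was tracked by TAMRA dequenching. Compounds were preincubated with enzyme 15 min at room temperature; data normalized to buffer-only and DMSO wells plus NSC13755 control.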
# Pol kappa inh – qHTS for Inhibitors of Polymerase Kappa | purified Pol kappa, fluorescent DNA synthesis assay, 10 min | Potency, µM (doses to about 107 µM), without a hit: at the top dose activity, negative = inhibition, hits mostly inhibitors | hit rate 0.53% among 400,000 | AID 588579, 2011
#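 First, compounds were pin-transferred onto 10 nM Pol kappa. After 15 min at room temperature, substrate was added to 50 nM final. Fluorescence was then measured kinetically at 0 and 10 min.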
# BLM inh – qHTS Assay for Inhibitors of Bloom's syndrome helicase (BLM); Potency, µM (titrated, usually from 56.1 µM), without a hit: at the top dose activity change, negative = inhibition, usual class: inhibitors; hit rate 0.2% among 350,000; recombinant BLM DNA unwinding, fluorescence dequenching; RecQ-like DNA helicase BLM (Homo sapiens), P54132;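 note: plate controls were vehicle for no effect and no enzyme for full effect; nearly all actives have a fitted effect of over 35% in size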
# Numbers without * were called inactive; ? = inconclusive; nt = no result given; & = joins results of further samples; [ ] = remark or other dose. Calls come from the whole dose curve; as a rule, active = well fitted curve in the direction sought with a large enough effect; inconclusive = small, poorly fitted or top-dose-only effect, or another doubt; inactive = no such curve, though single readings can be large; an effect the other way counts as inactive or inconclusive. Unless noted, % is set by controls: 0 for no effect and ±100 for the full control effect; potency is the fitted concentration of half-maximal effect.
SMILES,APE1 inh,Pol kappa inh,BLM inh
O=C(O[C@H]1CN2CCC1CC2)N1CCc2ccccc2[C@@H]1c1ccccc1,nt,1%[19.4 µM],4%
CC(CN(C)C)CN1c2ccccc2Sc2ccc(C(F)(F)F)cc21 (centres undefined),nt,-3%[19.4 µM],4%
O=[N+]([O-])c1c(Cl)cccc1-c1c[nH]cc1Cl,nt,-2%[19.4 µM],-7%
F[Si-2](F)(F)(F)(F)F,nt,-4%[60.1 µM],-15%
Cn1cccc1C(=O)N1CCC[C@@]2(CCN(C(c3ccccc3)c3ccccc3)C2)C1,3%,10%[60.1 µM],-8%
COC(=O)[C@H]1[C@@H]2C[C@H]3c4[nH]c5ccccc5c4CCN3C[C@@H]2CC[C@@H]1O,-10%,-4%[19.4 µM],0%
Cc1ccc2oc(-c3ccccc3)cc(=O)c2c1,-4%,-9%[19.4 µM],-14%
O=C(c1cc(C(F)(F)F)cc(C(F)(F)F)c1)N1CCC2(CC1)CN(c1ccncc1)C2,11%,-5%[60.1 µM],-5%
CC(=O)NCCNc1ncnc2ccc(-c3ccoc3)cc12,-6%,-8%[60.1 µM],1%
Cn1c(=O)c(-c2ccccc2)nc2cnc(Nc3ccccc3)nc21,-4%,0%[60.1 µM],-8%
CS(=O)(=O)N1CCC[C@@]2(CCN(c3ccccc3)C2)C1,3%,6%[60.1 µM],-3%
CS(=O)(=O)Nc1cccc(-c2nc(NCc3ccccc3)c3ccccc3n2)c1,-10%,-8%[60.1 µM],-2%
COc1cccc(Cn2c(=O)c(C)nc3cnc(Oc4cccc(Cl)c4)nc32)c1,4%,-3%[60.1 µM],-9%
COCCn1c(=O)c(-c2ccc(F)cc2)nc2cnc(N3CCOCC3)nc21,-2%,1%[60.1 µM],0%
CS(=O)(=O)Nc1cccc(-c2ccc3ncnc(N4CCNCC4)c3c2)c1,-5%,1%[60.1 µM],4%
Cc1cnc(CNc2ncnc3ccc(-c4ccccc4C)cc23)cn1,2%,-5%[60.1 µM],4%
O=C(c1cccc(F)c1)N1CCC[C@@]2(CCN(Cc3ccncc3)C2)C1,5%,0%[60.1 µM],2%
NC(N)=Nc1ccc(Cl)cc1,-9%,-9%[19.4 µM],1%
O=S(=O)(c1ccccc1)N1CCC2(CCCN(Cc3ccncc3)C2)CC1,0%,-8%[60.1 µM],3%
c1ccc(CNc2cc(-c3cccnc3)ncn2)cc1,1%,9%[60.1 µM],-2%
Cn1cccc1C(=O)N1CCC2(CCN(Cc3ccncc3)CC2)CC1,2%,2%[60.1 µM],3%
CN1CCC2(CC1)CCN(C(=O)c1ccncc1)CC2,0%,10%[60.1 µM],1%
N#C/C(=C\c1ccc(O)c(O)c1)C(=O)OCCc1cccs1,-9%,?,-30%
O=C(c1cccc(F)c1)N1CCC[C@@]2(CCN(c3ncccn3)C2)C1,2%,2%[60.1 µM],0%
CC[C@@H]1OC(=O)[C@@H](C)[C@H](O[C@H]2C[C@@](C)(OC)[C@@H](O)[C@H](C)O2)C(C)[C@H](O[C@H]2O[C@@H](C)C[C@@H](N(C)C)[C@@H]2O)[C@@](C)(O)C[C@H](C)C(=O)[C@@H](C)[C@H](O)[C@@]1(C)O (some centres undefined),-7%,-5%[19.4 µM],3%

# Later entries:
SMILES,APE1 inh,Pol kappa inh,BLM inh
O=c1c(-c2cc(F)cc(F)c2)nc2cnc(N3CCOCC3)nc2n1CCc1ccccc1,3%,1%[60.1 µM],2%
Clc1ccccc1-c1cncnc1NCc1cccs1,-1%,4%[60.1 µM],-1%
CNc1ncnc2ccc(-c3cccc(OC)c3)cc12,18%,6%[60.1 µM],6%
Cn1cc(-c2nc3cnc(N4CCOCC4)nc3n(CCC#N)c2=O)c2ccccc21,-7%,-5%[60.1 µM],1%
CC[C@]1(O)C[C@@H]2CN(CCc3c([nH]c4ccccc34)[C@](C(=O)OC)(c3cc4c(cc3OC)N(C=O)[C@H]3[C@@](O)(C(=O)OC)[C@H](C(=O)OC)[C@@]5(CC)C=CCN6CC[C@]43[C@H]65)C2)C1,0%,-10%[19.4 µM],-12%
c1ccc(Nc2nc(-c3ccc4c(c3)OCO4)nc3ccccc23)cc1,?,-8%[60.1 µM],-18%
Cn1c(=O)c(-c2cc(F)cc(F)c2)nc2cnc(Oc3cccc(Cl)c3)nc21,-1%,-9%[60.1 µM],-8%
CCNCCCNCCCCNCCCNCC,-3%,0%[19.4 µM],63%[activator]
O=C(Oc1ccccc1)N1CCC2(CCCN(c3ccccn3)C2)CC1,-1%,3%[60.1 µM],-6%
O=c1c(CCc2ccccc2)nc2cnc(N3CCOCC3)nc2n1-c1ccccc1,?,-3%[60.1 µM],-2%
Cc1noc(C)c1-c1cc(N2CCNCC2)ncn1,-1%,4%[60.1 µM],-12%
COc1ccc(C(=O)N2CCC3(CCCN(C(=O)Nc4cccc(C#N)c4)C3)CC2)cc1,-3%,-2%[60.1 µM],4%
N[C@@H](Cc1ccccc1)C(=O)O,-2%,5%[19.4 µM],1%&3%
Cn1cccc1C(=O)N1CCC2(CC1)CN(C(=O)Nc1ccccc1)C2,18%,-6%[60.1 µM],5%
CC(C)CN1CCC2(CC1)CCN(C(=O)c1ccco1)CC2,0%,-6%[60.1 µM],5%
O=C(c1ccncc1)N1CCC2(CC1)CN(c1cccc(-c3ccccc3)c1)C2,-9%,-12%[60.1 µM],-5%
COCCn1c(=O)c(C)nc2cnc(Nc3cccc(OC)c3)nc21,-3%,0%[60.1 µM],-8%
COc1cc2cc3c4c(cc(OC)c(OC)c4c2cc1OC)CCN3C,?,?,4µM*
O=c1c(-c2ccccc2)nc2cnc(N3CCOCC3)nc2n1CCc1ccccc1,-4%,3%[60.1 µM],-5%
Cc1nc2cnc(Oc3cccc(Cl)c3)nc2n(CCc2ccccc2)c1=O,4%,-6%[60.1 µM],3%
COc1ccc(-c2nc3cnc(N4CCNCC4)nc3n(-c3ccccc3)c2=O)cc1,?,-5%[60.1 µM],-1%
O=c1c(-c2ccc(F)cc2)nc2cnc(N3CCOCC3)nc2n1-c1ccccc1,1%,-4%[60.1 µM],1%
CN(C)c1ccc(-c2ccc3ncnc(NC4CC4)c3c2)cc1,-2%,0%[60.1 µM],-1%
c1cncc(-c2ccc3ncnc(NCCN4CCOCC4)c3c2)c1,-1%,9%[60.1 µM],-8%
O=C(c1cc(C(F)(F)F)cc(C(F)(F)F)c1)N1CCC[C@@]2(CCN(c3ccncc3)C2)C1,3%,-5%[60.1 µM],7%

# Following part
SMILES,APE1 inh,Pol kappa inh,BLM inh
Cc1ccc(S(=O)(=O)O)cc1C,1%,8%[60.1 µM],-7%
COc1cccc(-c2cncnc2Nc2ccccc2)c1,-9%,-2%[60.1 µM],1%
COc1ccc2c(c1)CCC1[C@@H]2CCC2(C)[C@@H](NCCCCCCN3C(=O)C=CC3=O)CC[C@@H]12 (some centres undefined),-7%,-3%[19.4 µM],2%
COC(=O)N1CCC2(CC1)CCN(c1ccncc1)CC2,6%,8%[60.1 µM],4%
COC(=O)N1CCC[C@@]2(CCN(Cc3nccs3)C2)C1,2%,9%[60.1 µM],0%
CN(Cc1ccco1)c1ncncc1-c1ccc2c(c1)OCO2,10%,-3%[60.1 µM],-2%
CN(C)C(=O)c1ccc(-c2ccc3ncnc(NCc4cccs4)c3c2)cc1,10µM*,?,-5%
CN1CCN(c2ncc3nc(-c4cccc(C#N)c4)c(=O)n(C)c3n2)CC1,3%,-3%[60.1 µM],3%
O=C(Nc1ccccc1)N1CCC2(CCNCC2)CC1,4%,-2%[60.1 µM],-9%
O=C(c1cccc(F)c1)N1CCC2(CCCN(c3ccccn3)C2)CC1,11%,-4%[60.1 µM],0%
O=C1C[C@H](c2ccccc2)Oc2cc(O)cc(O)c21,-3%,-3%[19.4 µM],-4%
FC(F)(F)c1ccccc1-c1nccc(N2CCNCC2)n1,2%,4%[60.1 µM],3%
CCOC(=O)C1=C(C)NC(c2ccccc2)=C(C(=O)OCc2ccc([N+](=O)[O-])cc2)[C@@H]1C#Cc1ccccc1,-6%,-6%[19.4 µM],-11%
CC(=O)N1CCC2(CCCN(Cc3nccs3)C2)CC1,1%,-11%[60.1 µM],-1%
COc1ccc2oc(-c3ccccc3)c(OC)c(=O)c2c1,-2%,-5%[19.4 µM],3%
O=C(c1csnn1)N1CCC2(CCN(Cc3ccccc3)CC2)CC1,2%,-8%[60.1 µM],4%
CN(Cc1ccco1)c1ncncc1-c1ccccc1Cl,-19%,?,0%
COCC(=O)N1CCC2(CC1)CCN(c1cccc(-c3ccccc3)c1)CC2,0%,7%[60.1 µM],-3%
COc1ccccc1CN1CC2(CCN(C(=O)c3cc(C(F)(F)F)cc(C(F)(F)F)c3)CC2)C1,21%,2%[60.1 µM],0%
O=C(O)CC/C=C\C[C@@H]1CO[C@H](c2ccccc2Cl)O[C@@H]1c1ccccc1O,-6%,-5%[19.4 µM],3%
Cn1c(=O)c(-c2ccccc2)nc2cnc(N3CCNCC3)nc21,3%,5%[60.1 µM],5%
COc1ncc2nc(-c3cc(F)cc(F)c3)c(=O)n(C)c2n1,-2%,1%[60.1 µM],1%
c1ccc(C(c2ccccc2)N2CCC3(CCNCC3)CC2)cc1,4%,-3%[60.1 µM],2%
Cn1cccc1C(=O)N1CCC2(CC1)CCN(C(c1ccccc1)c1ccccc1)CC2,1%,-8%[60.1 µM],-8%
C[N+]1(C)CCc2cc3c(cc2[C@@H]1[C@@H]1C(=O)Oc2c1ccc1c2OCO1)OCO3,-3%&-8%,-5%&0%[19.4 µM],2%&-1%
CCCCCCCC/C=C\CCCCCCCC(=O)N[C@@H](CO)Cc1ccc(O)cc1,-2%,-12%[19.4 µM],-19%

# A second format for some results above.
smiles | APE1 inh | Pol kappa inh | BLM inh
COc1cccc(-c2cncnc2Nc2ccccc2)c1 | -9% | -2%[60.1 µM] | 1%
COc1ccc2c(c1)CCC1[C@@H]2CCC2(C)[C@@H](NCCCCCCN3C(=O)C=CC3=O)CC[C@@H]12 (some centres undefined) | -7% | -3%[19.4 µM] | 2%
COC(=O)N1CCC2(CC1)CCN(c1ccncc1)CC2 | 6% | 8%[60.1 µM] | 4%
COC(=O)N1CCC[C@@]2(CCN(Cc3nccs3)C2)C1 | 2% | 9%[60.1 µM] | 0%
CN(Cc1ccco1)c1ncncc1-c1ccc2c(c1)OCO2 | 10% | -3%[60.1 µM] | -2%
CN(C)C(=O)c1ccc(-c2ccc3ncnc(NCc4cccs4)c3c2)cc1 | 10µM* | ? | -5%
CN1CCN(c2ncc3nc(-c4cccc(C#N)c4)c(=O)n(C)c3n2)CC1 | 3% | -3%[60.1 µM] | 3%
O=C(Nc1ccccc1)N1CCC2(CCNCC2)CC1 | 4% | -2%[60.1 µM] | -9%
O=C(c1cccc(F)c1)N1CCC2(CCCN(c3ccccn3)C2)CC1 | 11% | -4%[60.1 µM] | 0%
O=C1C[C@H](c2ccccc2)Oc2cc(O)cc(O)c21 | -3% | -3%[19.4 µM] | -4%
FC(F)(F)c1ccccc1-c1nccc(N2CCNCC2)n1 | 2% | 4%[60.1 µM] | 3%
CCOC(=O)C1=C(C)NC(c2ccccc2)=C(C(=O)OCc2ccc([N+](=O)[O-])cc2)[C@@H]1C#Cc1ccccc1 | -6% | -6%[19.4 µM] | -11%
CC(=O)N1CCC2(CCCN(Cc3nccs3)C2)CC1 | 1% | -11%[60.1 µM] | -1%
COc1ccc2oc(-c3ccccc3)c(OC)c(=O)c2c1 | -2% | -5%[19.4 µM] | 3%
O=C(c1csnn1)N1CCC2(CCN(Cc3ccccc3)CC2)CC1 | 2% | -8%[60.1 µM] | 4%
CN(Cc1ccco1)c1ncncc1-c1ccccc1Cl | -19% | ? | 0%
COCC(=O)N1CCC2(CC1)CCN(c1cccc(-c3ccccc3)c1)CC2 | 0% | 7%[60.1 µM] | -3%
COc1ccccc1CN1CC2(CCN(C(=O)c3cc(C(F)(F)F)cc(C(F)(F)F)c3)CC2)C1 | 21% | 2%[60.1 µM] | 0%
O=C(O)CC/C=C\C[C@@H]1CO[C@H](c2ccccc2Cl)O[C@@H]1c1ccccc1O | -6% | -5%[19.4 µM] | 3%
Cn1c(=O)c(-c2ccccc2)nc2cnc(N3CCNCC3)nc21 | 3% | 5%[60.1 µM] | 5%

# Screening results from PubChem BioAssay.

# Some of the compounds tested; rates above refer to the full screens.
